tim10-1 inh – growth inhibitors of tim10-1 mutant yeast, primary screen, luminescence, uHTS. S. cerevisiae tim10-1 ts strain growth, BacTiter-Glo, 24 h. inhibition, % at 20 µM. 330,000 compounds, 2.2% hits. AID 463190, 2010;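 active means inhibition of at least 40%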;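 further: mutant grown at 25 °C; 0% = DMSO wells with yeast and 100% = wells holding no yeast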
UPR CHOP act – activators of apoptotic CHOP UPR arm, primary screen, cell-based, CHO-CHOP luciferase reporter, luminescence, uHTS. UPR activation; percent of tunicamycin response over DMSO baseline. activation, % at 10 µM. 330,000 compounds, 0.34% hits. AID 449763, 2010;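 active means at 10 µM dose, activation of 40% or more, normalized to positive control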;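 further: 100% = tunicamycin at 10 µg/mL and 0% = DMSO alone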
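Test system: CHO-CHOP cells, stable luciferase reporter of PERK-eIF2a-CHOP signalling | Quantity: 500 CHO-CHOP cells per well | Buffer or medium: F12 plus 10% serum | Compound dosing: 10 µM single point, 0.5% DMSO | Schedule: 6 h compound treatment, 37 °C | Signal: Luciferase luminescence | Control set: Tunicamycin high control, DMSO low control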
tim23-1 inh – growth inhibitors of tim23-1 mutant yeast, primary screen, luminescence, uHTS; S. cerevisiae tim23-1 growth, BacTiter-Glo luminescence, 24 h; inhibition, % at 20 µM; 330,000 compounds, 1.3% hits; AID 463212, 2010;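 active means growth inhibition of the mutant yeast at or above 50%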;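 further: temperature-sensitive mutant grown at 25 °C; plate controls were DMSO-treated mutant yeast for no effect and medium wells lacking yeast for full effect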
Jurkat NFkB inh – inhibitors of induced NF-kB luciferase reporter, primary screen, TCR NF-kB activation inhibitor project, cell-based, luminescence, uHTS; Jurkat, PMA/ionomycin-induced NF-kB luciferase reporter; inhibition, % at 4 µM; 330,000 compounds, 0.53% hits; AID 435003, 2010; in the data active means inhibition above about 50%
XBP1 UPR activ – activators of adaptive XBP1 UPR arm, primary screen, cell-based, CHO-XBP1 luciferase reporter, luminescence, uHTS | IRE1-XBP1 UPR activation; percent of tunicamycin response, DMSO as zero | activation, % at 20 µM | 330,000 compounds, 0.33% hits | AID 463104, 2010;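 active means versus positive control, 20 µM dose yields 30% or more activation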;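 further: 100% = tunicamycin at 10 µg/mL and 0% = DMSO only wells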
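incubation = overnight seeding at 37 °C, 6 h compound treatment at 37 °C | assay system = CHO-XBP1 cells stably carrying IRE1-XBP1-driven luciferase reporter | input = 1000 cells per well | detection = luciferase luminescence | dosing = single point, 20 µM final compound, 1% DMSO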
Mdm2 MdmX PPI – inhibitors of human Mdm2-MdmX association, primary screen, cell-based, luminescence, split luciferase, SaOS-2, uHTS. inhibition, % at 8 µM. SaOS-2 split-luciferase Mdm2/MdmX complementation. 330,000 compounds, 3% hits. Protein Mdm4 (Homo sapiens) + E3 ubiquitin-protein ligase Mdm2 (Homo sapiens), …;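 active means inhibition of at least 50% at 8 µM in the primary screen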
Target sequence (O15151 whole entry, looked up): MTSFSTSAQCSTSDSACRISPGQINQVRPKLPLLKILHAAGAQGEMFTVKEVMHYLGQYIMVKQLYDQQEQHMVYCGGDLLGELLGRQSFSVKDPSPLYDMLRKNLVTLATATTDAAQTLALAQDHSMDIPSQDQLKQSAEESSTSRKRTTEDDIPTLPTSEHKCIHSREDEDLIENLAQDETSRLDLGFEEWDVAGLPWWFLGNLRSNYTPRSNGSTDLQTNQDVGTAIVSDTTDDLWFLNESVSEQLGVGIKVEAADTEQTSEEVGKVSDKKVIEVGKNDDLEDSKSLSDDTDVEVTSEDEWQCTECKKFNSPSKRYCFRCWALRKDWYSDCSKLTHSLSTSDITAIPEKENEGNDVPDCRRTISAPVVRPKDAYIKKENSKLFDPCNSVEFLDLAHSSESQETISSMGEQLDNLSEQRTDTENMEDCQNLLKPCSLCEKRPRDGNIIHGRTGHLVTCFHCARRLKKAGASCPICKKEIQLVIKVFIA
Target sequence (Q00987 whole entry, looked up): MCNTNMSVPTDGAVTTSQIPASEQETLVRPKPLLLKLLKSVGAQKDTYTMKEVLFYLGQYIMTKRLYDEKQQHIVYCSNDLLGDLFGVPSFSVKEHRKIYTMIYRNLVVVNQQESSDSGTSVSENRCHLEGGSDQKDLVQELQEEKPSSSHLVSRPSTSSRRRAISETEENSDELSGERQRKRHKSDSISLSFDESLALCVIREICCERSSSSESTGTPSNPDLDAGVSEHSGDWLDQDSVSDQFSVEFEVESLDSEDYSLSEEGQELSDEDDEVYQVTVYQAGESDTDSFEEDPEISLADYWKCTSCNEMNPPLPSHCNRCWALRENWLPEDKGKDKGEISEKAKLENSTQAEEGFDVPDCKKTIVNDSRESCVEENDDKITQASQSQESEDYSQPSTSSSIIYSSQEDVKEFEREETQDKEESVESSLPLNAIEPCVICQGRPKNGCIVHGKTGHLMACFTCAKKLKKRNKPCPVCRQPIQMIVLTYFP
697 NFkB inh – inhibitors of PMA/ionomycin-induced NF-kB reporter, 697 cells, primary screen, B-cell NF-kB inhibitor project, cell-based, luminescence, uHTS. 697 B-cell NF-kB luciferase reporter, 16 h. inhibition, % at 4 µM. 330,000 compounds, 0.33% hits. AID 435022, 2010; in the data active means inhibition above about 35%
TIM10 inh – growth inhibitors of isogenic TIM10 control yeast, primary screen, counter-screen for tim10-1 yeast inhibitor project, luminescence, uHTS; S. cerevisiae TIM10 strain growth, BacTiter-Glo luminescence, 24 h; 330,000 compounds, 1.4% hits; inhibition, % at 10 µM;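 active means inhibition of 40% or more at the single tested concentration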;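 further: wild-type TIM10 isogenic control strain grown at permissive 25 °C; 0% = DMSO yeast wells and 100% = minimal medium wells without yeast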
* = called active by the depositor.

SMILES	tim10-1 inh	UPR CHOP act	tim23-1 inh	Jurkat NFkB inh	XBP1 UPR activ	Mdm2 MdmX PPI	697 NFkB inh	TIM10 inh
CC(=O)c1cc(F)ccc1OCC(=O)Nc1ccc2c(c1)OCO2	15	4.7	15	-140	5	-174	-118	14
Cc1ccc(C)c(C(=O)Nc2nc3ccccc3[nH]2)c1	-17	4.0	12	-25	-4	6	-48	-10
CNC(=S)N/N=C/c1cccc(OCc2ccccc2F)c1	26	2.3	43	-12	2	-13	-47	35
CSC1=NCCN1C(=O)c1cccs1	0	-3.7	-4	-5	4	18	3	2
Cc1onc(C(=O)NC2CCCCC2)c1[N+](=O)[O-]	21	2.5	13	3	0	8	10	12
Cn1nnnc1SC(C(=O)Nc1cccc(C(F)(F)F)c1)c1ccccc1 (stereo unspecified)	9	5.9	18	-5	-4	9	14	21
COc1ccc2oc(C(=O)OCC(=O)NCCc3ccc(S(N)(=O)=O)cc3)c(C)c2c1	3	1.3	10	11	-2	-11	26	3
COc1ccc2[nH]cc(CCNS(=O)(=O)c3ccc(F)cc3)c2c1	4	-0.1	2	-11	-2	13	6	-18
Cc1cc(C)c2nc(N3CCOCC3)c(C#N)cc2c1	8	0.0	40	-19	1	18	-18	-14
CCO/N=C/C(=O)Nc1ccc(F)cc1F	7	-1.1	1	-14	-2	-10	6	4
Cn1cc(CN2CCC(n3nccc3NC(=O)c3ccccc3Cl)CC2)cn1	-18	2.1	-5	0	-1	13	22	0
O=[N+]([O-])c1ccc(OCC(O)CNCCNc2nccc(C(F)(F)F)n2)cc1 (stereo unspecified)	-15	2.3	3	6	1	2	-4	-10
COc1cccc(N(C(=O)C2CSC(=O)C2)C(C(=O)NC(C)(C)C)c2ccncc2)c1 (stereo unspecified)	1	0.8	-2	-8	4	6	10	-4
CCOC(=O)c1ccc([N+](=O)[O-])c(CS(=O)(=O)c2ccc(Cl)cc2)c1	27	0.8	37	-9	-4	-5	-9	10
Cc1cccc(C)c1OCC(=O)N/N=C/c1cc2c(cc1[N+](=O)[O-])OCO2	10	-0.7	16	-6	-3	-5	-4	15
Cc1nc(N)c(C#N)c(-c2cccnc2)c1-c1ccccc1	9	-0.3	8	19	4	56*	-4	-6
Cc1ccc(NC(=O)c2ccc(NCCCN3CCOCC3)c([N+](=O)[O-])c2)cc1Cl	-25	-0.2	5	30	1	56*	-49	4
Cc1c(Cl)cc(-n2cnnn2)cc1[N+](=O)[O-]	19	0.2	10	8	3	-18	-16	5
O=C(Nc1cccc(C(=O)Nc2ccccc2F)c1)c1ccccc1	-8	2.6	17	-9	-1	23	-2	3
CC1CCCCC1NS(=O)(=O)c1ccc(S(=O)(=O)N2CCN(CCC#N)CC2)cc1 (stereo unspecified)	14	0.8	6	-5	0	5	-1	0
COc1ccc(NC(=O)c2nc[nH]c2C(=O)N[C@@H](C)C(=O)OC(C)(C)C)cc1	28	-2.0	25	11	-1	40	14	-1
O=c1cc(CNC2CCCCC2)c2ccccc2[nH]1	-8	3.2	-11	-9	0	9	-9	14
CC(=O)Nc1c(C(=O)N2CCN(c3ccccn3)CC2)cnn1-c1ccc(C)cc1	-17	-0.4	5	7	-2	13	9	5
CC(C)c1c(C(=O)N/N=C/c2ccccc2OCc2c(F)cccc2Cl)nnn1-c1nonc1N	3	1.9	4	46	9	57*	8	2
CCN(CC)S(=O)(=O)c1ccc(NCC2COc3ccccc3O2)c([N+](=O)[O-])c1 (stereo unspecified)	21	1.2	22	-24	-2	-16	-3	23
Cc1cc(S(=O)(=O)Nc2ccc3ccccc3c2)c(C)s1	32	-1.9	23	49	-1	44	-48	5
C[C@]12c3[nH]c4ccccc4c3CCN1C(=O)C(CC(=O)NCCCn1ccnc1)C[C@@H]2C(=O)N1CCCCC1 (stereo partly specified)	11	0.4	-2	-9	-1	-9	-10	5
COc1ccc(S(=O)(=O)N2CCN(Cc3ccc(OC)c(OC)c3)CC2)cc1	-5	1.7	9	23	-7	2	6	6
COc1ccc(C(=O)N/N=c2\oc3ccccc3cc2C(N)=O)cc1	3	-0.9	-12	21	-1	20	12	6
COc1cccc2sc(Nc3nnc(-c4cccs4)o3)nc12	10	55*	7	-45	5	20	-166	11
CCc1ccccc1NC(=O)c1ccc(Cn2cc([N+](=O)[O-])cn2)cc1	0	-0.4	21	5	-2	-5	-20	0
O=C(Cc1ccc(-c2ccccc2)cc1)NCc1ccccc1	19	3.7	7	62*	10	42	-25	1
Clc1ccc(NCc2ccsc2)cc1	-5	2.6	-6	1	6	2	4	0
O=C(c1ccc(S(=O)(=O)N2CCCCCC2)cc1)N1CCN(c2ccccc2)CC1	23	1.3	21	19	4	-2	-1	-5
Cc1sc(NC(=O)CSc2nnc(CCNC(=O)c3cccs3)n2C)nc1-c1ccccc1	3	-2.1	0	11	0	16	-3	-2
Cc1cc(-c2ccc(C(C)C)c(S(=O)(=O)N3CCN(c4ccccn4)CC3)c2)on1	28	1.3	22	46	-7	63*	-58	12
O=C1NC(=S)SC1=C1CCCCCC1	24	-0.7	50*	-6	3	-12	-5	3
O=C(CN1C(=O)NC2(CCCC2)C1=O)Nc1nc2ccccc2[nH]1	6	-0.1	14	9	-2	34	19	-9
CCN(C(=O)CSc1nccc(=O)[nH]1)c1cccc2ccccc12	0	0.1	8	-20	2	-4	-15	8
CCN(CC)CCNC(=O)c1ccc2c(c1)NC(=O)c1ccccc1S2	2	1.2	2	21	-3	2	4	11
CC(C)(C)NC(=S)NNC(=O)[C@H]1C[C@@H]1c1ccccc1	15	1.2	4	-24	1	-8	-43	15
Cc1ccc(N(CCCCN2C(=O)c3ccccc3C2=O)C(=O)c2cccc([N+](=O)[O-])c2)cc1	35	-0.3	22	-11	-3	-8	-14	34
CN1C(=O)[C@H]2[C@@H](C3CC3)N3C(=O)CN(CC4CC4)C(=O)[C@@]3(C)[C@H]2C1=O	-8	1.3	19	-6	-2	-12	-12	1
CCOc1ccc(S(=O)(=O)N(C)c2ccc(OCC(=O)Nc3nc4ccccc4s3)cc2)cc1	11	4.9	11	11	-3	20	-1	19
O=C(COC(=O)c1cccnc1Nc1ccccc1F)NC1CC1	10	3.8	6	-21	0	3	-3	-10
Cc1ccc(NC(=O)c2c(C)nn(-c3ccccc3)c2Cl)cc1	-9	6.0	16	-23	1	-25	-19	18
CC1CC(C)(C)N2C(=O)C3(Nc4ccccc4S3)c3cccc1c32 (stereo unspecified)	61*	-1.4	58*	2	-2	29	6	47*
CCCc1nc2ccccc2c(=O)n1N	5	-1.9	3	-2	0	2	9	4
c1ccc(Oc2cc(-n3cncn3)ncn2)cc1	25	6.5	11	9	2	-4	-24	7
O=S(=O)(c1ccc2c(c1)OCCO2)N1CCN(Cc2ccc3c(c2)OCO3)CC1	47*	-2.3	60*	6	-1	14	9	50*
O=C(Nc1ccc(F)cc1)N1CCN(c2ccc3nnc(-c4ccc(F)cc4)n3n2)CC1	-6	-1.6	-6	-5	11	-9	8	-9
NC(N)=Nc1nc(CSCC/C(N)=N/S(N)(=O)=O)cs1	-15	-1.6	-21	1	-5	16	19	4
O=C(COc1ccc2c(-c3ccccc3)cc(=O)oc2c1)Nc1cccnc1	-11	2.2	-31	50*	-7	68*	-48	-13
O=C(c1ccc2ncsc2c1)N1CCN(c2cccc(C(F)(F)F)c2)CC1	58*	1.0	50	55*	0	31	-176	38
CCn1c(SCC(=O)NCC2CCCO2)nc2ccccc21 (stereo unspecified)	-7	-1.3	-10	7	-1	-10	6	1
CC(C)(C)c1cc(CCC(=O)NNC(=O)c2ccncc2)cc(C(C)(C)C)c1O	-12	0.8	8	-4	0	10	18	-11
C=CCNc1nc(C(=O)OCC(=O)N(Cc2ccccc2)C(C)C)cs1	16	-1.4	22	2	-1	3	26	16
CCCCS(=O)(=O)N1CCCC(C(=O)Oc2ccccc2)C1 (stereo unspecified)	14	-1.6	28	2	-3	-6	-1	4
Cc1ccc(S(=O)(=O)NCCC(=O)NCC(c2cccs2)N2CCOCC2)cc1 (stereo unspecified)	-3	-0.7	3	-7	-2	6	-15	-3
CN1/C(=C\C=O)C(C)(C)c2ccccc21	-16	2.5	-2	3	-2	16	-17	-9
Cn1c(CCN2CCCCC2)nc2cc(NS(=O)(=O)c3ccccc3)ccc21	15	-3.4	23	-18	-2	45	3	-4

Ordered by molar mass (falling): part of the list above.
SMILES	tim10-1 inh	UPR CHOP act	tim23-1 inh	Jurkat NFkB inh	XBP1 UPR activ	Mdm2 MdmX PPI	697 NFkB inh	TIM10 inh
CCOc1ccc(S(=O)(=O)N(C)c2ccc(OCC(=O)Nc3nc4ccccc4s3)cc2)cc1	11	4.9	11	11	-3	20	-1	19
Cc1ccc(N(CCCCN2C(=O)c3ccccc3C2=O)C(=O)c2cccc([N+](=O)[O-])c2)cc1	35	-0.3	22	-11	-3	-8	-14	34
Cc1ccc(S(=O)(=O)NCCC(=O)NCC(c2cccs2)N2CCOCC2)cc1 (stereo unspecified)	-3	-0.7	3	-7	-2	6	-15	-3
O=C(Nc1ccc(F)cc1)N1CCN(c2ccc3nnc(-c4ccc(F)cc4)n3n2)CC1	-6	-1.6	-6	-5	11	-9	8	-9
O=S(=O)(c1ccc2c(c1)OCCO2)N1CCN(Cc2ccc3c(c2)OCO3)CC1	47*	-2.3	60*	6	-1	14	9	50*
Cn1c(CCN2CCCCC2)nc2cc(NS(=O)(=O)c3ccccc3)ccc21	15	-3.4	23	-18	-2	45	3	-4
CC(C)(C)c1cc(CCC(=O)NNC(=O)c2ccncc2)cc(C(C)(C)C)c1O	-12	0.8	8	-4	0	10	18	-11
C=CCNc1nc(C(=O)OCC(=O)N(Cc2ccccc2)C(C)C)cs1	16	-1.4	22	2	-1	3	26	16
O=C(COc1ccc2c(-c3ccccc3)cc(=O)oc2c1)Nc1cccnc1	-11	2.2	-31	50*	-7	68*	-48	-13
CN1C(=O)[C@H]2[C@@H](C3CC3)N3C(=O)CN(CC4CC4)C(=O)[C@@]3(C)[C@H]2C1=O	-8	1.3	19	-6	-2	-12	-12	1
NC(N)=Nc1nc(CSCC/C(N)=N/S(N)(=O)=O)cs1	-15	-1.6	-21	1	-5	16	19	4
O=C(COC(=O)c1cccnc1Nc1ccccc1F)NC1CC1	10	3.8	6	-21	0	3	-3	-10
CCCCS(=O)(=O)N1CCCC(C(=O)Oc2ccccc2)C1 (stereo unspecified)	14	-1.6	28	2	-3	-6	-1	4
CCn1c(SCC(=O)NCC2CCCO2)nc2ccccc21 (stereo unspecified)	-7	-1.3	-10	7	-1	-10	6	1
c1ccc(Oc2cc(-n3cncn3)ncn2)cc1	25	6.5	11	9	2	-4	-24	7
CN1/C(=C\C=O)C(C)(C)c2ccccc21	-16	2.5	-2	3	-2	16	-17	-9

Part of the list above, as labelled records:
CC(=O)c1cc(F)ccc1OCC(=O)Nc1ccc2c(c1)OCO2
  tim10-1 inh: 15	UPR CHOP act: 4.7	tim23-1 inh: 15	Jurkat NFkB inh: -140	XBP1 UPR activ: 5	Mdm2 MdmX PPI: -174	697 NFkB inh: -118	TIM10 inh: 14

Cc1cc(C)c2nc(N3CCOCC3)c(C#N)cc2c1
  tim10-1 inh: 8	UPR CHOP act: 0.0	tim23-1 inh: 40	Jurkat NFkB inh: -19	XBP1 UPR activ: 1	Mdm2 MdmX PPI: 18	697 NFkB inh: -18	TIM10 inh: -14
